# Compound activity from PubChem.
# aGlu spleen mod = lysosomal alpha-glucosidase (human) modulation; hit rate 0.006% among 240,000; P10253; human spleen homogenate, 4-MU-alpha-glucoside fluorescence; Potency, µM (series often up to 79.9 µM), for the others: at the highest dose activity change, negative = inhibition, usual class: inhibitors;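 further: 0% = enzyme with vehicle and -100% = no enzyme basal signal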
#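 AC50 values come from Hill-equation fits of concentration-response data, normalized to no-enzyme and full-activity controls. Enzyme source: 1 ug human spleen homogenate; 1 mM fluorogenic 4-MU glucoside, pH 5.0 citrate buffer, 37 C, 40 min.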
# IMPase Li inh = cell-permeable IMPase inhibitors with lithium potentiation. CHO-M1 cells, IP1 TR-FRET (IP-One), carbachol + lithium. Potency, µM (highest dose often 59.4 µM), inactives show at the top dose activity, negative = IMPase inhibition, hits mostly inhibitors. hit rate 0.35% among 210,000. AID 1457;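 further: IP1 builds up when IMPase is blocked and the TR-FRET signal falls; plate controls were basal vehicle for no effect and high inhibitor control for full effect; nearly all actives have a fitted effect of over 50% in size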
#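 Steps: plate 2000 CHO-M1 cells per well and culture 16–30 h; add compound and lithium; incubate 30 min, 37C; add d2-IP1 tracer and Eu cryptate anti-IP1 antibody in lysis buffer; read after 10 min at room temperature.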
# HTT cytoprotect = Huntington cell model cytoprotection by ATP luminescence. PC12 HTT-Q103 induced, cytoprotection, ATP luminescence, 40 h. Potency, µM (doses to about 56.4 µM), without a hit: cytoprotection (ATP increase), hits mostly activators. hit rate 0.14% among 230,000;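 further: % of control where 0% means no effect; nearly all actives have a fitted effect of over 45% in size; toxic huntingtin expression switched on by the ecdysone agonist tebufenozide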
#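 PC12 cells with ecdysone-inducible HTT exon 1 Q103-GFP, induced with 100 nM tebufenozide and co-treated with library compounds in a dose series (1536-well, 1500 cells/well). Cytoprotection read as ATP content by ATPlite luminescence.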
# GAA glycogen = GAA glycogen-cleavage inhibition or activation | P10253 | recombinant GAA, glycogen substrate, Amplex Red glucose oxidase fluorescence | Potency, µM (highest dose often 76.4 µM), inactives show at the highest dose activity change, negative = inhibition, actives largely listed as inhibitors | hit rate 0.38% among 300,000;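 further: 0% = full enzyme reaction and -100% = no-enzyme basal signal; the screen sought inhibitors and activators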
#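 Recombinant human enzyme (4 nM); glycogen substrate; 37 C, 40 min, pH 5.0. Readout: coupled glucose oxidase/Amplex Red fluorescence.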
# HttQ103 aggreg = reduces HttQ103-GFP aggregates in PC12 cells | PC12 HttQ103-GFP aggregates, Acumen cytometry, 40 h | hit rate 1.1% among 220,000 | AID 1688 | Potency, µM (series often up to 46.1 µM), inactives show at the top dose activity change, negative = inhibition, hits mostly inhibitors; further: on the % scale 0 is the no-effect control and ±100 the full control effect; nearly all actives have a fitted effect of over 60% in size
#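 Compounds (qHTS titration) were added to PC12 cells expressing an ecdysone-driven HTT exon 1 Q103–GFP fusion after induction with 100 nM tebufenozide. Aggregate formation was measured as GFP objects in cell lysates.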
# GoLoco inh red = inhibitors of human Gai1-RGS12 GoLoco interaction (red fluorophore); Gai1:RGS12 GoLoco peptide FP, rhodamine, 10 min; Potency, µM (titrated, usually from 61.6 µM), for the others: at the top dose activity, negative = inhibition, usual class: inhibitors; hit rate 0.44% among 230,000; active means well fitted inhibition curve with a large enough effect, not every such curve was filed as active; inactive means no such curve, though single readings can be large or run the other way; further: on the % scale 0 is the no-effect control and ±100 the full control effect; nearly all actives have a fitted effect of over 30% in size; many of its hits are not listed in these tables
# Target sequence (P63096 whole entry, looked up): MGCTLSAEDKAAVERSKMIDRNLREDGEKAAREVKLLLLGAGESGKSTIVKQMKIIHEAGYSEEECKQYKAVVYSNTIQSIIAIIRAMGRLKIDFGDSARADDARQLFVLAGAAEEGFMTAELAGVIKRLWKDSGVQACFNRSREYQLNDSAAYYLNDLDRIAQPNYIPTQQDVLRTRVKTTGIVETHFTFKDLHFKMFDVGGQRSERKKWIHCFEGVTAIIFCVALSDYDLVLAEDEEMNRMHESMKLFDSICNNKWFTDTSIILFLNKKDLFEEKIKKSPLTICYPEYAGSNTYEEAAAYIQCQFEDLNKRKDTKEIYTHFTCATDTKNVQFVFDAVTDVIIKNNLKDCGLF
# GAA inhib = inhibitors of human lysosomal alpha-glucosidase. P10253. purified human GAA, 4-MU-alpha-glucoside fluorescence. Potency, µM (highest dose often 76.9 µM), inactives show top-dose activity change, negative = inhibition, actives largely listed as inhibitors. hit rate 0.005% among 200,000;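 further: plate controls were uninhibited enzyme wells for no effect and no-enzyme background for full effect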
#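 Compounds are titrated up to 77 uM against 4 nM human enzyme. Substrate 4-methylumbelliferyl-alpha-D-pyranoside (400 uM) reacts 20 min at room temperature in pH 5.0 buffer; liberated 4-methylumbelliferone is read at 440 nm.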
# The depositor's hits bear a star; ? = inconclusive; · = no result given; [ ] = dose if it differs, or a comment. Unless noted, the call rests on the fitted dose curve; in most records, active means well fitted curve in the direction sought with a large enough effect; inconclusive means small, poorly fitted or top-dose-only effect, or another doubt; inactive means no such curve, though single readings can be large; an effect the other way counts as inactive or inconclusive. Potency means the concentration at half of the fitted maximal effect. Not all compounds are listed, so the mix of outcomes need not match the whole.
[1] COCCNC(=O)c1onc(CSc2ccccc2)c1C(=O)O
[2] COc1ccc(CNC(=O)COC(=O)/C=C/c2ccco2)cc1
[3] O=C(CCCCCn1c(=S)[nH]c2ccc(N3CCOCC3)cc2c1=O)NCc1ccccc1
[4] CCCNC(=O)Cc1c(C)oc2ccccc12
[5] C/C(CC(=O)Nc1ccc(F)cc1)=N\NC(=O)Cc1csc(N)n1
[6] O=C(CN1CCS(=O)(=O)CC1)NNC(=O)C1CCCCC1

compound no.	1	2	3	4	5	6
aGlu spleen mod	0%	-3%	-2%	-4%	-6%	11%
IMPase Li inh	0%[38.3 µM]	7%	-22%	·	3%	-6%
HTT cytoprotect	2%	28%[10 µM]	5%[10 µM]	3%[10 µM]	13%[10 µM]	-3%[10 µM]
GAA glycogen	-16%	-2%	7%	3%	-10%	4%
HttQ103 aggreg	-1%	14%	-18%	6%[9.22 µM]	6%	-2%
GoLoco inh red	4%	17%	1%	-8%	-7%	7%
GAA inhib	4%	-3%	-1%	·	-3%	-2%

# Two entries from above in a different format:
No.	Molecule	aGlu spleen mod	IMPase Li inh	HTT cytoprotect	GAA glycogen	HttQ103 aggreg	GoLoco inh red	GAA inhib
5	C/C(CC(=O)Nc1ccc(F)cc1)=N\NC(=O)Cc1csc(N)n1	-6%	3%	13%[10 µM]	-10%	6%	-7%	-3%
2	COc1ccc(CNC(=O)COC(=O)/C=C/c2ccco2)cc1	-3%	7%	28%[10 µM]	-2%	14%	17%	-3%

# Next section
[7] CCCCNc1cc(=O)n(C)c(=O)n1C
[8] COc1ccc(CC(=O)Nc2cccc(-c3nnc(-c4cccc(C)c4)o3)c2)cc1OC
[9] CCC(CC)NC(=O)COc1ccc(OC)cc1C=O
[10] COc1cccc(C(=O)OCCN2CCCCC2)c1
[11] O=C(CN1CCOCC1)Nc1ncc(Cc2cccc(Cl)c2Cl)s1
[12] CCNc1oc(-c2ccc(OC)cc2)nc1S(=O)(=O)c1ccc(Br)cc1

compound no.	7	8	9	10	11	12
aGlu spleen mod	-1%	2%	-1%	-5%	3%	-19%
IMPase Li inh	-27%[38.3 µM]	31%[activator][38.3 µM]	-2%	4%	-4%	32%[38.3 µM]
HTT cytoprotect	-17%	-28%[10 µM]	-63%[inhibitor]	35%[10 µM]	9%[10 µM]	6%
GAA glycogen	5%	-4%	5%	1%	6%	5%
HttQ103 aggreg	-1%	11µM*	-3%	-9%	14%	2%
GoLoco inh red	7%	-2%	1%	-14%	-4%	9%
GAA inhib	1%	-14%	-2%	-6%	10%	-7%

[13] O=C(CNc1ccc2ccccc2c1)N/N=C/c1ccccn1
[14] O=C(Nc1cccc(Cl)c1)N1CCSc2cc(Cl)ccc21
[15] COc1ccc(OC)c(S(=O)(=O)N2CCN(C34CC5CC(CC(C5)C3)C4)CC2)c1
[16] O=C(N/N=C/c1cccc(NC(=O)c2ccc(Cl)cc2)c1)c1cccc(O)c1
[17] O=C(CCCC(=O)NCc1ccc(F)cc1)NCc1ccc(F)cc1
[18] Cc1ccsc1-c1n[nH]c(=S)n1CC(C)C

compound no.	13	14	15	16	17	18
aGlu spleen mod	0%	-2%	-18%	-3%	3%	-2%
IMPase Li inh	·	-3%[38.3 µM]	9%[38.3 µM]	·	1%	-9%
HTT cytoprotect	5%[10 µM]	-16%	-42%[inhibitor]	-15%[10 µM]	9%[10 µM]	·
GAA glycogen	11%	-12%	0%	0%	3%	-2%
HttQ103 aggreg	13%[9.22 µM]	-1%	-15%	-17%[9.22 µM]	-10%[9.22 µM]	30%
GoLoco inh red	34%[activator]	6%	4%	6%	3%	14%
GAA inhib	?	-4%	-6%	·	8%	-1%

[19] Cc1nn(C(C)C(=O)N2CCN(c3ccccn3)CC2)c(=O)c2cc3occc3n12 (centres undefined)
[20] O=C(CNS(=O)(=O)c1ccc(Cl)cc1)N/N=C/c1ccco1
[21] CC1=CC(=C(C#N)c2nc3ccccc3s2)C=C(C)N1c1ccc(F)cc1
[22] C[C@@H](O)CNC(C)(C)CC(=O)N[C@@H]1CCc2ccccc2N(Cc2ccc(-c3ccccc3-c3nn[nH]n3)cc2)C1=O
[23] Cn1nnc(NC(=O)c2ccc3ccccc3c2)n1
[24] COC(c1ccccc1)c1nnc(CCC(=O)NCc2cccc(-n3cccn3)c2)o1 (centres undefined)

compound no.	19	20	21	22	23	24
aGlu spleen mod	-3%	3%	-4%	-2%	-9%	8%
IMPase Li inh	-16%[38.3 µM]	3%	-1%	21%	2%	8%
HTT cytoprotect	-35%	28%[10 µM]	29%[1.9 µM]	0%	-10%[10 µM]	2%[10 µM]
GAA glycogen	-5%	-1%	10%	·	10%	-10%
HttQ103 aggreg	16%	-7%[9.22 µM]	12%	·	2%	8%[9.22 µM]
GoLoco inh red	3%	9%	-3%	-3%	3%	-2%
GAA inhib	-2%	-7%	-6%	·	-12%	?

[25] CCC1CCCCN1C(=O)COc1ccc(F)cc1 (centres undefined)
[26] CCOC(C)OCC
[27] Cc1cc(/C=N/NC(=O)c2c(Br)cnn2C)c(C)n1-c1cccc(Br)c1
[28] O=C(O)CCSCC(=O)Nc1c(C(=O)C2CC2)oc2ccccc12
[29] COc1ccc(C2=NN(C(=O)COc3ncnc4ccccc34)C(c3ccco3)C2)cc1 (centres undefined)
[30] Cc1ccc(-c2nc3ccccn3c2C=O)cc1

compound no.	25	26	27	28	29	30
aGlu spleen mod	7%	-11%	-3%	-8%	8%	-5%
IMPase Li inh	7%	-5%	12%	-18%[38.3 µM]	15%	8%
HTT cytoprotect	-9%[10 µM]	3%	·	-4%	-40%	-50%[inhibitor][10 µM]
GAA glycogen	-7%	·	1%	7%	21%	-11%
HttQ103 aggreg	3%[9.22 µM]	8%	3%	-25%	?	-8%[9.22 µM]
GoLoco inh red	2%	-9%	13%	2%	2%	18%
GAA inhib	-6%	·	?	-5%	0%	-10%

[31] Cc1cc([N+](=O)[O-])nn1CCC(=O)Nc1nccs1
[32] COc1ccc(NC(=O)CC2C(=O)N(Cc3cccs3)C(=S)N2C(C)C)cc1 (centres undefined)
[33] COc1ccccc1CNC(=O)CCNC(=O)Cn1cnc2ccccc2c1=O
[34] COc1ccc(-c2nc3cnc(N4CCNCC4)nc3n(C)c2=O)cc1
[35] Cc1nn(C)c(Cl)c1C(=O)NC(C(=O)O)c1ccccc1 (centres undefined)
[36] CCCCn1c(SCC2CCCCO2)nc2cc(S(N)(=O)=O)ccc21 (centres undefined)

compound no.	31	32	33	34	35	36
aGlu spleen mod	10%	3%	-14%	3%	-2%	6%
IMPase Li inh	10%	12%	-5%[38.3 µM]	0%	-4%	-2%[38.3 µM]
HTT cytoprotect	13%[10 µM]	·	-23%	-30%	10%	-11%[10 µM]
GAA glycogen	-6%	-2%	4%	·	7%	6%
HttQ103 aggreg	4%[9.22 µM]	·	8%	·	8%	14%
GoLoco inh red	9%	-3%	-1%	-7%	4%	4%
GAA inhib	?	-5%	-7%	·	1%	6%

[37] CC1CCN(CCC(=O)NN)CC1
[38] O=C(COc1ccccc1)Nc1ccc(N2CCN(C(=O)c3ccco3)CC2)cc1
[39] O=C(c1ccccc1)N1CCCCC(S(=O)(=O)c2ccccc2)C1=O (centres undefined)
[40] CNCCCOc1ccc(C(C)(C)c2ccccc2)cc1
[41] CC1(C)CC(=O)C2=C(C1)NC1=C(C(=O)c3ccccc31)C2c1ccc(O)cc1 (centres undefined)
[42] CC(=O)N1CSCC1C(=O)N1CCN(c2ccc(N3CCOCC3)nn2)CC1 (centres undefined)

compound no.	37	38	39	40	41	42
aGlu spleen mod	-2%	5%	1%	-9%	-8%	-4%
IMPase Li inh	-10%	2%	2%[38.3 µM]	-4%[38.3 µM]	-1%	-4%[38.3 µM]
HTT cytoprotect	-17%	-27%	-7%[10 µM]	-4%	?	-4%
GAA glycogen	-26%	-3%	1%	11%	6%	0%
HttQ103 aggreg	?	-31%	-2%	?	-7%	1%
GoLoco inh red	-6%	-2%	1%	0%	5%	-6%
GAA inhib	7%	-3%	4%	4%	-1%	?

[43] COCCN1C(=O)c2ccc(C(=O)O)cc2C1=O
[44] CCCCCC(=O)N/N=C/c1ccc(N(C)C)cc1
[45] COC1=CC(=O)CC(C)C12Oc1cc(OC)cc(OC)c1C2=O (centres undefined)
[46] O=C(CCn1[nH]c(=O)c2ccccc2c1=O)N1CCOCC1
[47] O=C(O)C(Cc1ccccc1)N1C(=O)/C(=C/c2cccc3ccccc23)SC1=S (centres undefined)
[48] O=c1oc(-c2cccs2)nc2ccc(Br)cc12
[49] COCCCN(C(=O)Nc1ccccc1)C(C)c1ccncc1 (centres undefined)
[50] Cc1n[nH]c(=O)c2ccccc12

compound no.	43	44	45	46	47	48	49	50
aGlu spleen mod	-3%	-7%	1%	-5%	-22%	-2%	-2%	-2%
IMPase Li inh	13%[38.3 µM]	-2%	·	?	18%	-7%[38.3 µM]	7%[38.3 µM]	·
HTT cytoprotect	-3%	4%[10 µM]	-1%[10 µM]	12%	0%[10 µM]	-14%	-1%	2%[10 µM]
GAA glycogen	2%	1%	-12%	-4%	-6%	1%	15%	12%
HttQ103 aggreg	2%	-6%	0%[9.22 µM]	7%	-6%	3%	2%	8%[9.22 µM]
GoLoco inh red	4%	-12%	-4%	-2%	-13%	2%	-6%	4%
GAA inhib	-3%	?	·	-3%	-11%	-1%	5%[15.4 µM]	·

# Whole records as entered above:
# O=C(CCn1[nH]c(=O)c2ccccc2c1=O)N1CCOCC1 is listed as aGlu spleen mod: -5%; IMPase Li inh: ?; HTT cytoprotect: 12%; GAA glycogen: -4%; HttQ103 aggreg: 7%; GoLoco inh red: -2%; GAA inhib: -3%
# COC1=CC(=O)CC(C)C12Oc1cc(OC)cc(OC)c1C2=O (centres undefined) is listed as aGlu spleen mod: 1%; IMPase Li inh: ·; HTT cytoprotect: -1%[10 µM]; GAA glycogen: -12%; HttQ103 aggreg: 0%[9.22 µM]; GoLoco inh red: -4%; GAA inhib: ·

# Ordered by the number under HttQ103 aggreg (smallest number first): 4 from the list above
item | canonical_smiles | IMPase Li inh | GAA glycogen | HttQ103 aggreg | GoLoco inh red | GAA inhib
44 | CCCCCC(=O)N/N=C/c1ccc(N(C)C)cc1 | -2% | 1% | -6% | -12% | ?
49 | COCCCN(C(=O)Nc1ccccc1)C(C)c1ccncc1 (centres undefined) | 7%[38.3 µM] | 15% | 2% | -6% | 5%[15.4 µM]
48 | O=c1oc(-c2cccs2)nc2ccc(Br)cc12 | -7%[38.3 µM] | 1% | 3% | 2% | -1%
46 | O=C(CCn1[nH]c(=O)c2ccccc2c1=O)N1CCOCC1 | ? | -4% | 7% | -2% | -3%
